PglD DTNB – PglD (C. jejuni) enzyme inhibition; purified PglD enzyme, DTNB colorimetric CoA detection; inhibition, % at 12.5 µM; actives 0.098% (n = 360,000); in the data active means inhibition above about 16%, passing the limit was not always enough; inconclusive means no clear call, values can overlap the other calls; further: strong numbers were not always called active
miR-122 sensor – inhibitors of miR-122 in Huh7 cells | actives 0.3% (n = 340,000) | activation (reporter increase), % at 12.5 µM | Huh7 miR-122 Renilla luciferase sensor, 48 h; neutral wells = 0, positive control = 100;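 active means mean replicate activation score at least 90 and every replicate individually at or above 90; inconclusive means only one of the two criteria met; inactive means neither criterion met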;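 further: higher luciferase means less miR-122 activity so hits act as miR-122 inhibitors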
RAD52 inh – inhibitors of human RAD52 DNA annealing; AID 651710; recombinant RAD52 DNA annealing, FRET fluorescence; actives 0.46% (n = 360,000); P43351; inhibition, % at 18.7 µM;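 active means every replicate showing at least 50% inhibition; inconclusive means mean inhibition at least 50% but not in every replicate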
Target sequence (P43351 whole entry, looked up): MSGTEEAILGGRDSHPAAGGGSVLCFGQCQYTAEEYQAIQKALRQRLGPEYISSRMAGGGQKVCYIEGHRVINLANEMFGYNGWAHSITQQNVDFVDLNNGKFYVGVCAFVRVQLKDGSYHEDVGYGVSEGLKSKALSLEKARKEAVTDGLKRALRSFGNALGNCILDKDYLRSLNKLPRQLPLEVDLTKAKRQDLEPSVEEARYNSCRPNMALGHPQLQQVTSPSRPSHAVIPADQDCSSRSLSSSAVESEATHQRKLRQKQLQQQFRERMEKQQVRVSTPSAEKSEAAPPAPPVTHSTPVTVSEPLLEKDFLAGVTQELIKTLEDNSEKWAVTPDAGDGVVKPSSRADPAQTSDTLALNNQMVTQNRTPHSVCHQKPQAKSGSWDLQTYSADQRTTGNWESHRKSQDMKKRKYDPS
RAD54 inh – RAD54 (human) branch migration inhibition. actives 0.14% (n = 360,000). inhibition, % at 10.4 µM. RAD54 Holliday junction branch migration, FAM/BHQ fluorescence. Q92698;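 active means mean normalized replicate activity at least 40 and at least half of replicates scoring 40 or more; inconclusive means only one of the two criteria met; inactive means mean below 40 and under half of replicates reaching 40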;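 further: 0% = median of neutral control wells and 100% = median of positive control wells; inhibitors cause a drop in the FAM fluorescence signal; in these data hits start at about 50%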
Cneo AK release – causes C. neoformans cell lysis; adenylate kinase release luminescence, 4 h; normalised: neutral wells 0, clomiphene wells 100; lysis activity, % at 15 µM; actives 0.2% (n = 360,000); AID 651654;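 active means mean lysis activity across replicates of at least 80%, whatever share of replicates individually reach that level; inactive means mean lysis activity below 80%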
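Assay system: Cryptococcus neoformans yeast cells / Dosing: single-point compound dose / Timing: 4 h at 37 °C static, read 1 h later / Measured by: luminescence of released adenylate kinase using an AK detection reagent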
PGC1a acetyl inh – modulators of PGC1a acetylation; U2OS PGC1a acetylation, AlphaScreen anti-acetyl-lysine; with virally co-expressed GCN5 acetyltransferase; inhibition, % at 15.6 µM; actives 0.17% (n = 350,000); AID 651687;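 active means every replicate shows inhibition of at least 40%; inconclusive means mean inhibition at least 40% but some replicate below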;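 further: 0% = neutral control wells and 100% = positive control wells; some results beyond the cut were filed as inactive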
ERAP1 HTS inh – inhibitors of human ERAP1 aminopeptidase; recombinant ERAP1, Leu-AMC fluorescence, 60 min; inhibition, % at 10.7 µM; actives 0.15% (n = 340,000); AID 652197;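 active means mean replicate inhibition of at least 30%, or all replicates individually reaching that 30% level; inactive means mean below 30% and not every replicate reaching it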;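 further: 0% = neutral control wells and 100% = L-leucinethiol positive control wells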
E-sel inducer – E-selectin induction on HUVECs | P16581 | HUVEC E-selectin immunofluorescence imaging; normalized: neutral wells 0, TNF-alpha wells 100 | activation, % at 7.58 µM | actives 0.37% (n = 260,000) | AID 686992;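 active means mean E-selectin-positive cell signal at least 10% of the positive control, reached in at least 60% of replicates, without over 20% cell loss; inconclusive means no rule given, readout overlaps actives, possibly toxicity-flagged; inactive means the rest, including those meeting only one limit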;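 further: in these data hits start at about 27%; measured in HUVEC primary endothelial cells; signal is the percent of cells scored E-selectin positive by PE staining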
Target sequence (P16581 whole entry, looked up): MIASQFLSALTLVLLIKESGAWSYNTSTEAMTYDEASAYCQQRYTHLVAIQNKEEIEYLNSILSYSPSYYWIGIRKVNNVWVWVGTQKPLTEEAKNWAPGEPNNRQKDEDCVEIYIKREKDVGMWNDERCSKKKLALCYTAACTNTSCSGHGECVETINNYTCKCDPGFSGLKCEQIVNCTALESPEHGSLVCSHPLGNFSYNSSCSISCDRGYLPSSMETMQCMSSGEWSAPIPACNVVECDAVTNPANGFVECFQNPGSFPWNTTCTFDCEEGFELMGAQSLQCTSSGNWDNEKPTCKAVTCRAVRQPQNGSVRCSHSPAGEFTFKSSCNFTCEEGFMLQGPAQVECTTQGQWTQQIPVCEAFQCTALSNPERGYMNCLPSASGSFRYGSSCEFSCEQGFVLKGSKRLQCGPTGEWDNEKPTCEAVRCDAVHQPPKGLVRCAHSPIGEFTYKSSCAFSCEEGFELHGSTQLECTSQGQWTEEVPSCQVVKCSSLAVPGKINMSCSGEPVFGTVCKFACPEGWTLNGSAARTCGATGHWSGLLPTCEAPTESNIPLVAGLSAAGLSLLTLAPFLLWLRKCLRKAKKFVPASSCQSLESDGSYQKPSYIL
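Test system: HUVEC; input: 3,000 HUVEC/well; measured by: immunofluorescence imaging; read-out: % PE-positive cells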
Starred values were filed as active, the others as inactive; ? = inconclusive; · = no result given; & = joins results of further samples; [ ] = remark or other dose.

Start of the data: the first nine entries as a preview:
SMILES | PglD DTNB | miR-122 sensor | RAD52 inh | RAD54 inh | Cneo AK release | PGC1a acetyl inh | ERAP1 HTS inh | E-sel inducer
CCOC(=O)c1nnc(-c2ccccc2)nc1N1CCSCC1 | · | 11 | -6 | · | · | 3 | 2 | -1.0
O=C(NCc1ccco1)c1cc2sccc2n1Cc1ccccc1 | 0 | 0 | · | 12 | -3 | -5 | · | ·
CC(C)CCNC(=O)Cc1csc(-c2ccccc2)n1 | 12 | 1 | -20 | -8 | -2 | 0 | -1 | 1.2
O=C(O)CN=C1CC(c2ccccc2)CC(=O)/C1=C(/O)CCCN1C(=O)c2ccccc2C1=O (stereo not drawn) | · | -6 | 2 | · | · | -9 | 2 | 22
CC(C)n1c(SCC(=O)Nc2ccc(N3CCOCC3)cc2)nnc1-c1ccco1 | 9 | 0 | -3 | -37 | 6 | · | 5 | 0.6
C[C@H]1CN([C@@H](C)CO)C(=O)c2cccc(NC(=O)c3cnccn3)c2O[C@@H]1CN(C)S(=O)(=O)c1cn(C)cn1 | -1 | 1[16.7 µM] | -2 | 6 | -2 | 2 | 4 | 0.1
Cc1ccc(S(=O)(=O)Oc2ccc3c(c2)O/C(=C\c2cccnc2)C3=O)cc1 | -2 | -6 | · | -2 | 0 | -12 | · | ·
CCOc1ccc(-c2cc(CCCC(=O)NCc3cccnc3)no2)cc1 | -3 | 0 | -8 | -4 | -5 | · | 4 | 0.0
COc1ccc(S(=O)(=O)Nc2ccc3c(c2)C(=O)N([C@H](C)CO)C[C@H](C)[C@@H](CN(C)S(=O)(=O)c2cn(C)cn2)O3)cc1 | -1 | -1[16.7 µM] | -2 | -1 | -2 | -3 | 2 | ·

Main list (from the top)
SMILES | PglD DTNB | miR-122 sensor | RAD52 inh | RAD54 inh | Cneo AK release | PGC1a acetyl inh | ERAP1 HTS inh | E-sel inducer
CCOC(=O)c1nnc(-c2ccccc2)nc1N1CCSCC1 | · | 11 | -6 | · | · | 3 | 2 | -1.0
O=C(NCc1ccco1)c1cc2sccc2n1Cc1ccccc1 | 0 | 0 | · | 12 | -3 | -5 | · | ·
CC(C)CCNC(=O)Cc1csc(-c2ccccc2)n1 | 12 | 1 | -20 | -8 | -2 | 0 | -1 | 1.2
O=C(O)CN=C1CC(c2ccccc2)CC(=O)/C1=C(/O)CCCN1C(=O)c2ccccc2C1=O (stereo not drawn) | · | -6 | 2 | · | · | -9 | 2 | 22
CC(C)n1c(SCC(=O)Nc2ccc(N3CCOCC3)cc2)nnc1-c1ccco1 | 9 | 0 | -3 | -37 | 6 | · | 5 | 0.6
C[C@H]1CN([C@@H](C)CO)C(=O)c2cccc(NC(=O)c3cnccn3)c2O[C@@H]1CN(C)S(=O)(=O)c1cn(C)cn1 | -1 | 1[16.7 µM] | -2 | 6 | -2 | 2 | 4 | 0.1
Cc1ccc(S(=O)(=O)Oc2ccc3c(c2)O/C(=C\c2cccnc2)C3=O)cc1 | -2 | -6 | · | -2 | 0 | -12 | · | ·
CCOc1ccc(-c2cc(CCCC(=O)NCc3cccnc3)no2)cc1 | -3 | 0 | -8 | -4 | -5 | · | 4 | 0.0
COc1ccc(S(=O)(=O)Nc2ccc3c(c2)C(=O)N([C@H](C)CO)C[C@H](C)[C@@H](CN(C)S(=O)(=O)c2cn(C)cn2)O3)cc1 | -1 | -1[16.7 µM] | -2 | -1 | -2 | -3 | 2 | ·
COc1ccc(/C=N/NC(=O)c2cccc([N+](=O)[O-])c2)cc1OS(=O)(=O)c1ccc(C)cc1 | 5 | 5 | · | -3 | 2 | 0 | · | ·
Clc1ccc(C2=Nn3c(nnc3-c3cc(-c4ccccc4)n[nH]3)SC2)cc1 | -5 | -3 | · | 8 | -2 | -1 | · | ·
COc1cccc(Nc2cc(C)nc3nc(C)nn23)c1 | -2 | -6 | -2 | 2 | -1 | 9 | 0 | -0.1
CCCCSc1nc2c(cnn2-c2ccccc2)c(=O)n1N | 2 | -3 | 3 | -3 | 0 | 7 | 0 | -0.1
Cc1ccc2c(c1)c1c(n2CC(O)CN2CCCCC2C)CCCC1 (stereo not drawn) | 4 | 0 | -24 | 21 | 7 | 0 | -1 | ·
CC(C)NC(=O)Nc1ccc2c(c1)C(=O)N(C)[C@@H]1CC[C@H](CC(=O)NCC(F)(F)F)O[C@H]1CO2 | 9 | -37[16.7 µM] | · | -9 | -7 | 2 | · | 0.2
O=S(=O)(NCC[C@@H]1CC[C@@H](NS(=O)(=O)c2cccc(F)c2)[C@H](CO)O1)c1cccc(F)c1 | · | · | 12 | · | · | 1 | -1 | -0.5
COc1ccc(CN(C)C[C@H]2Oc3ccc(NS(=O)(=O)c4c(C)noc4C)cc3CC(=O)N([C@H](C)CO)C[C@@H]2C)cc1 | · | -4[16.7 µM] | 1 | · | · | -5 | 1 | -0.3
Cc1ccc(C#N)c(SCc2ccccc2F)n1 | -4 | -4 | -10 | 9 | -3 | -12 | 2 | 9.6
O=C(N/N=C\c1ccc(COc2ccc([N+](=O)[O-])cc2)o1)c1cccc(Cl)c1 | 2 | 4 | · | 0 | 0 | 4 | · | ·
CCNC(=S)NC1CC2CCCC(C1)N2Cc1ccc(C)cc1 (stereo not drawn) | 1 | -7 | 20 | -1 | 1 | · | -3 | 0.3
NS(=O)(=O)c1ccc(CNC(=O)CCS(=O)(=O)Cc2ccccc2)cc1 | -1 | -2 | 4 | 5 | 2 | · | 0 | -0.2
COc1ccc(Cc2nnc(NC(=O)Nc3ccc(F)cc3)s2)cc1 | 0 | -1 | -6 | 3 | -1 | -8 | -1 | ·
O=C(Nc1cccnc1Cl)C1CCCN(c2ncnc3c2nc2n3CCCCC2)C1 (stereo not drawn) | -1 | -3 | -4 | 0 | -1 | -3 | -1 | -0.1
CC(=O)Nc1cccc(NC(=O)CSc2nnc(NC(=O)c3ccco3)s2)c1 | -1 | -3 | -15 | -3 | -2 | 0 | -20 | -0.2
O=C(CNc1ccccc1)N/N=C/c1cn(-c2ccccc2)nc1-c1ccccc1 | 0 | 29 | -10 | -5 | 2 | -4 | 5 | ·
Next section.
SMILES | PglD DTNB | miR-122 sensor | RAD52 inh | RAD54 inh | Cneo AK release | PGC1a acetyl inh | ERAP1 HTS inh | E-sel inducer
CO[C@H]1CN(C)C(=O)c2cc(NC(C)=O)ccc2OC[C@@H](C)N(Cc2ccccc2C(=O)O)C[C@H]1C | -3 | -9[16.7 µM] | 15 | 17 | -1 | 1 | -1 | 0.7
O=S(=O)(CS(=O)(=O)c1ccc(Cl)cc1)c1ccc(Cl)cc1 | -4 | -8 | -10 | -1 | 2 | · | 2 | 0.2
CCC(=O)N(C)C[C@H]1Oc2cc(-c3ccc(C#N)cc3)ccc2S(=O)(=O)N([C@@H](C)CO)C[C@H]1C | 2 | -9[16.7 µM] | -8 | 0 | 1 | -3 | 1 | -0.2
CCOc1cccc2cc(C(=O)Nc3cc(C)on3)c(=O)oc12 | -3 | -1 | · | 1 | 0 | 10 | · | ·
CN(C)S(=O)(=O)Oc1ccsc1C(=O)Nc1cccc(Cl)c1Cl | -2 | 6 | · | 4 | -3 | -24 | · | ·
O=S(=O)(CC=CCS(=O)(=O)c1ccccc1)c1ccccc1 | · | -7 | -9 | · | · | -4 | -2 | 0.8
COc1nc(OCCNC(C)=O)nc(N(C)C)n1 | 4 | -5 | · | -8 | 0 | 13 | · | ·
Cc1cc2c3nonc3ccc2n1C | -3 | -9 | · | -4 | 5 | 9 | · | ·
C[C@@H]1CN([C@@H](C)CO)C(=O)c2cc(C#CCc3ccccc3)cnc2O[C@@H]1CN(C)C(=O)Cc1cccnc1 | 1 | 6[16.7 µM] | -8 | 7 | -1 | -4 | 7 | 1.1
C/C=C/c1ccc([C@@H]2[C@@H](CO)N(C(=O)c3cnccn3)C23CN(C(=O)C2CCC2)C3)cc1 | · | · | -25 | · | · | 4 | 0 | 0.0
O=C(CN1CCc2ccccc2C1)Nc1ccccc1C(=O)NC1CC1 | -7 | 5 | -12 | -12 | -1 | 1 | -1 | ·
O=C(O)c1ccc(N=Nc2c(-c3ccccc3)[nH]oc2=O)cc1 | 3 | -1 | -22 | -9 | 0 | 4 | 2 | -0.1
O=C(NCCCN1CCN(CCCNC(=O)c2ccc(F)cc2)CC1)c1ccc(F)cc1 | -1 | -4 | · | 5 | 0 | 3 | · | ·
COc1cc(CNCCc2ccccc2)ccc1OCc1ccc(Cl)nc1 | -6 | -2 | -5 | 3 | -1 | -13 | -1 | ·
CCN(CC(=O)NCCC1=CCCCC1)S(=O)(=O)c1ccccc1 | -5 | 5 | 4 | 1 | 0 | -6 | 1 | 6.4
COc1cccc(CN(C)C(=O)CC2C(=O)NCCN2C2Cc3ccccc3C2)c1 (stereo not drawn) | -4 | 2 | -7 | 2 | -1 | · | -1 | 0.1
C[C@H](CO)N1C[C@H](C)[C@@H](CN(C)Cc2ccc3c(c2)OCO3)Oc2c(NC(=O)C3CC3)cccc2C1=O | 6&-1 | ? | -6 | -5&-1 | -5&1 | -15&-14 | 2 | -0.6
C[C@H]1CCCCO[C@H](CN(C)C(=O)c2ccncc2)[C@@H](C)CN([C@@H](C)CO)C(=O)c2cc(NS(C)(=O)=O)ccc2O1 | 2 | -2[16.7 µM] | -8 | 8 | -2 | 6 | -1 | -0.2
Cc1ccc(NC(=O)c2ccc(S(=O)(=O)NCC3CCCO3)cc2)cc1 (stereo not drawn) | -5 | 50 | · | 12 | 0 | 13 | · | ·
O=C(c1ccc(F)cc1)N1CC(=O)N2[C@H](C1)[C@@H](c1ccc(C#CC3CCCCC3)cc1)[C@@H]2CO | · | · | -8 | · | · | -13 | 0 | -0.4
C[C@H]1CN([C@@H](C)CO)C(=O)c2cc(-c3cccc(F)c3)cnc2O[C@H]1CN(C)Cc1ccccn1 | 1 | 1[16.7 µM] | -9 | 5 | -3 | 17 | 1 | 0.2
C/C(=N\NC(=O)C1CC1)c1ccc(OC(F)F)cc1OC(F)F | -2 | -2 | -8 | -8 | -1 | 2 | 0 | 0.5
Cc1ccc(CN2CCN(Cc3nc4c(s3)CCCC4)CC2CCO)cc1 (stereo not drawn) | 1 | -5 | -11 | 0 | 1 | 2 | 11 | ·
COc1ccc(C(=O)N/N=C(\C)c2ccccn2)cc1OC | 1 | 18 | -16 | -6 | 2 | · | 4 | 0.6
C=CCNC(=O)COC(=O)c1ccc(C)c(NC(=O)c2ccco2)c1 | · | · | -4 | · | · | 15 | -2 | 0.4
(further entries)
SMILES | PglD DTNB | miR-122 sensor | RAD52 inh | RAD54 inh | Cneo AK release | PGC1a acetyl inh | ERAP1 HTS inh | E-sel inducer
Cc1nn(Cc2ccc(Cl)cc2)c(C)c1NC(=O)Cn1nc([N+](=O)[O-])c(Cl)c1C | 2 | 20 | · | -3 | -1 | 31 | · | ·
N#C[C@H]1[C@H](c2ccccc2-c2ccccc2F)[C@@H](CO)N1C(=O)C1CC1 | · | · | 0 | · | · | 0 | 0 | -0.1
Cc1ccc2nc(C)c(C(=O)O)cc2c1 | 2 | -8 | -9 | -6 | -1 | · | -2 | ·
C[C@@H]1CCCCO[C@H](CN(C)C(=O)Nc2ccccc2)[C@H](C)CN([C@H](C)CO)C(=O)c2cc(NC(=O)CCCN(C)C)ccc2O1 | · | · | -14 | · | · | 2 | 0 | 0.0
COc1ccc(S(=O)(=O)NC(C)c2ccccc2)cc1C(=O)N1CCCCC1 (stereo not drawn) | -2 | -2 | -3 | -8 | 0 | 6 | 2 | 0.2
O=C(Cc1c(F)cccc1Cl)N/N=C/c1cccs1 | 0 | -4 | -20 | 8 | -1 | -10 | 2 | 0.5

Screening results from PubChem BioAssay.
